Bioassay records from PubChem.
PP5 inh – inhibitors of human protein phosphatase 5 (PP5); purified PP5c, OMFP substrate fluorescence; AID 1987; 0.18% of 320,000 active; P53041; inhibition, % at 6.7 µM;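 active = inhibition above the campaign's mean inhibition across all tested compounds plus 3 SD, cut at about 9.5% in these data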;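 note: 0% = DMSO only and 100% = 100 µM cantharidin control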
PREPL inh – human PREPL enzyme inhibition; recombinant PREPL, fluorescence polarization activity-based probe; inhibition, % at 5.96 µM; 0.68% of 320,000 active; AID 2751; in the data active = inhibition above about 43%;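 note: 0% = enzyme with DMSO and 100% = wells lacking enzyme; many of its hits are not listed in these tables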
Target sequence (Q4J6C6 whole entry, looked up): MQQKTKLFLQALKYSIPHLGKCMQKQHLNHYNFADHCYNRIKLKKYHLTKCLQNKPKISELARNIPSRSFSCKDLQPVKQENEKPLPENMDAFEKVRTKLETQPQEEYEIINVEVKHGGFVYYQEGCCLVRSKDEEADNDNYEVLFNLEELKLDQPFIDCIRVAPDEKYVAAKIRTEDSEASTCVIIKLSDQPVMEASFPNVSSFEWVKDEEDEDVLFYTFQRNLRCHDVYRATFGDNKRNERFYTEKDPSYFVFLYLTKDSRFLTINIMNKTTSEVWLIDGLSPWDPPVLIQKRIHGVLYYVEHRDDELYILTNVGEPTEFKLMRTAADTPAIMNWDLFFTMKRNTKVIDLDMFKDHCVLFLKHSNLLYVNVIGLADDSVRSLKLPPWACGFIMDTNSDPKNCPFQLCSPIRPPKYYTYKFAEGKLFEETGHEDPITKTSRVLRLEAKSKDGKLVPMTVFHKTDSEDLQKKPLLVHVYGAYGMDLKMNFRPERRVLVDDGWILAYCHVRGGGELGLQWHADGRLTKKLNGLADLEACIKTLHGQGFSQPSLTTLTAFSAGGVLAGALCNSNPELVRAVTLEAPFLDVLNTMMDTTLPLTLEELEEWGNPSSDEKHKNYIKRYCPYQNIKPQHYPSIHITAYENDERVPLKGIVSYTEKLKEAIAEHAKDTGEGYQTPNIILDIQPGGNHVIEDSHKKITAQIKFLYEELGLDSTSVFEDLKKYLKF
PP1 inh – counter-screen for PP5 inhibitors: inhibitors of human PP1-alpha; P62136; purified PP1alpha, OMFP fluorescence; inhibition, % at 6.7 µM; 0.9% of 320,000 active;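 active = inhibition above the mean inhibition of all tested compounds plus 3 SD, computed separately for each screening campaign, cut at about 15% in these data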
Target sequence (P62136 whole entry, looked up): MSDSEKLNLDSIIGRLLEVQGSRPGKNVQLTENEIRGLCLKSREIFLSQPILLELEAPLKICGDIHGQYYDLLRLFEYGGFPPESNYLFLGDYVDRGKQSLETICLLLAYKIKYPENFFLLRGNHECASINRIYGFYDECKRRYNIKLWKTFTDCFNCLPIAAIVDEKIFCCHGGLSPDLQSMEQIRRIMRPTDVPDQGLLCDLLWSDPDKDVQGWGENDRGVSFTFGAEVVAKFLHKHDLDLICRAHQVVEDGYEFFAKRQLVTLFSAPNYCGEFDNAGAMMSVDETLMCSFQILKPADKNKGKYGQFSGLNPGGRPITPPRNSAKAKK
EBNA-1 inh – blocks EBNA-1 binding to DNA. inhibition, % at 14.8 µM. 0.34% of 300,000 active. EBNA-1 DNA binding, fluorescence polarization; in the data active = inhibition above about 28%
TPT1 inh – blocks Candida albicans tRNA 2'-phosphotransferase; recombinant caTPT1, FP RNA substrate dephosphorylation; inhibition, % at 5 µM; 0.81% of 300,000 active;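 active = inhibition above the mean of all tested compounds plus 3 SD, set per screening campaign, cut at about 24% in these data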;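 note: plate controls were DMSO alone for no effect and ferristatin control at 100 nM for full effect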
Efflux pump inh – antifungal efflux pump inhibition, Nile Red retention; S. cerevisiae Candida pump triplex; inhibition, % at 10 µM; 0.44% of 330,000 active;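 active = plate passing quality check with inhibition over a set limit, or well fluorescence over plate mean plus 4 SD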;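 note: Nile Red retained in pooled yeast measured as flow cytometry median fluorescence; 0% = buffer negative control and 100% = Enniatin B positive control; higher means more Nile Red kept so more efflux inhibition; some compounds called inactive have numbers as strong as hits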
Fh CTSL1 inh – blocks F. hepatica cathepsin L1 in PFM18AAP counter-screen; 0.49% of 300,000 active; inhibition, % at 5.96 µM; recombinant F. hepatica cathepsin L1, Z-Leu-Arg-MCA fluorescence;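 active = inhibition above the mean of all tested compounds plus 3 SD, set per screening campaign, cut at about 17% in these data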;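 note: 0% = plate median of test compound wells and 100% = 1 µM Z-Phe-Ala-diazomethylketone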
ZTA DNA inh – ZTA (EBV) inhibition in EBNA-1 counter-screen; P03206; inhibition, % at 11 µM; AID 2234; 0.15% of 320,000 active; ZTA-DNA binding, fluorescence polarization; in the data active = inhibition above about 33%
core dimer inh – HCV core protein dimerization inhibition. AID 1899. 0.33% of 300,000 active. inhibition, % at 5 µM. TR-FRET GST/Flag-core106 dimerization, 1536-well;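 active = inhibition above the mean of all tested compounds plus 3 SD, set per screening campaign, cut at about 45% in these data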
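Test system: GST/Flag-tagged HCV core106 proteins; Medium: KF-containing HEPES buffer, pH 7.45, DTT, CHAPS, BSA; Times: compound-protein-antibody incubation 4 h at 22.5 °C; Detection: TR-FRET 671 and 617 nm emission; Benchmarks: wells lacking GST-core106 and wells with excess unlabelled core106.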
Active calls of the source: *; nt = not tested or not shown. This is a subset; count on the stated rates, not on these rows.

SMILES	PP5 inh	PREPL inh	PP1 inh	EBNA-1 inh	TPT1 inh	Efflux pump inh	Fh CTSL1 inh	ZTA DNA inh	core dimer inh
O=C(O)c1ccccc1CSc1nc2ccccc2n1Cc1ccccc1C(=O)O	1.6	4	2	-2	-4	-0.1	-6	-15	-4
Cc1cc(C)c(NC(=S)NC(NC(=O)c2ccccc2)C(Cl)(Cl)Cl)c(C)c1 (stereo not drawn)	0.8	-15	5	-1	-2	-0.2	-2	9	-6
O=C(CN(Cc1ccc(Cl)cc1)C(=O)c1csnn1)NCc1ccccc1	-1.4	-4	-3	9	2	-0.2	4	-5	-2
COc1cccc(CN(Cc2ccco2)C(c2ccc(F)cc2)c2nnnn2C(C)(C)C)c1 (stereo not drawn)	2.7	6	4	-7	5	0.0	1	-10	5
CONc1nc2nonc2nc1NOC	2.1	4	-4	-1	-3	-0.1	-2	-1	1
CC(C)OCCCNC(=O)C1CCC(=O)N1C(C)C (stereo not drawn)	-0.1	12	3	-2	1	-0.1	-1	-35	3
COc1ccc(S(=O)(=O)N2CCCCC2)cc1NC(=O)Cc1cccs1	0.3	-2	2	nt	nt	-0.2	nt	0	nt
CCc1ccc(NC(=S)NCc2cccnc2)cc1	3.2	14	0	-8	2	0.4	-3	-4	0
CC(=O)Nc1ccc(S(=O)(=O)N[C@@H](C)C(=O)N2CCN(c3ccccn3)CC2)cc1	1.1	-2	-5	7	-2	0.1	0	2	3
O=C(N/N=C/c1ccc[nH]1)c1ccccc1OCc1ccc(F)cc1	-1.7	-9	-4	1	-1	0.1	4	8	7
CCc1cccc(OCC2Cn3c(nc4c3c(=O)n(C)c(=O)n4C)O2)c1 (stereo not drawn)	-4.3	-4	-6	-5	0	0.0	-11	-4	-7
O=C(CCS(=O)(=O)c1ccc(Br)s1)NC1CCCCCC1	0.3	9	-2	-4	-1	0.1	-1	12	4
CCC(C)c1ccccc1NC(=O)Cc1coc2cc3c(cc12)CCC3 (stereo not drawn)	2.6	30	1	9	0	-0.8	2	4	4
Nc1ncc2c(n1)CC(c1ccco1)CC2=O (stereo not drawn)	-5.3	16	-4	-6	2	0.0	4	2	5
COc1ccc(OC)c(NC(=O)c2ccno2)c1	-1.2	15	1	-9	-2	0.1	-3	-6	5
COC(=O)C1CCN(C(=O)CSc2nc3ccc(OC)cc3[nH]2)CC1	-0.5	4	-4	-1	2	0.1	5	3	-2
CC(=O)N1CCN(CC(C)(C)NS(=O)(=O)c2ccc(C)cc2)CC1	-0.4	-3	0	0	-2	0.2	0	-2	2
O=C(CSc1ccc(Cl)cc1)NC1=NN(c2ccccc2)C(=O)C1	1.0	3	14	5	-2	-0.4	1	9	1
CC1CCN(C(=O)c2[nH]cnc2C(=O)NCc2ccccc2)CC1	0.5	2	-3	nt	nt	-0.1	nt	7	nt
CCCOc1cccc(C(=O)NCCNC(=O)c2ccc(C)nc2)c1	2.3	19	1	4	-5	0.0	0	-8	-19
CCCCn1cc(C(=O)c2cc(Br)ccc2O)cc(C#N)c1=O	-0.5	3	3	5	-3	0.0	2	-3	-4
COc1cccc(/C=C/C(=O)OCC(=O)NCC2CCCCC2)c1OC	0.2	-1	5	nt	nt	-0.1	nt	-2	nt
Cc1cc(Oc2ccc(=O)n(C)n2)nc(Oc2ccc(=O)n(C)n2)n1	2.4	-3	0	1	-5	-0.1	-1	20	7
COc1ccc(/C=C\C(=O)NCc2ccc3[nH]c(C)cc3c2)cc1OC	1.6	6	-2	9	2	0.0	0	25	-1
COCCN1C(=O)C(=O)/C(=C(/O)c2ccc(S(=O)(=O)N3CCCCC3)cc2)C1c1ccc(OC)cc1 (stereo not drawn)	0.1	-3	2	-5	1	0.2	11	-3	0
N#C/C(=C\c1ccccc1)C(=O)N1CCN(c2ccccc2F)CC1	-3.0	15	-1	-4	-1	0.1	0	0	7
CSc1nnc(-c2cccs2)n1C	-1.4	-3	-5	3	-3	0.1	-3	2	-3
COn1c2c(c3c4no[n+]([O-])c4ccc31)CCCC2	2.0	-4	2	8	-3	0.1	0	19	11
COc1ccc(S(=O)(=O)N2CCC(Cc3ccccc3)CC2)cc1C(N)=O	1.9	-3	-1	-3	-3	0.5	-2	-14	2
COc1ccc(NC(C)C(=O)N2CCN(Cc3ccccc3)CC2)cc1 (stereo not drawn)	0.8	4	4	1	2	-0.1	-2	17	-2
CC1=NN(c2ccc(Cl)c(C(=O)O)c2)C(=O)/C1=C/c1ccc(-c2ccccc2[N+](=O)[O-])o1	1.7	-17	1	0	1	0.1	-3	8	2
COc1ccccc1CNC(=O)C(CCSC)NC(=O)C1CCC(C)CC1 (stereo not drawn)	2.7	6	6	-15	-5	-0.1	-1	-16	-2
FC(F)(F)c1ccc(CSc2nccn2-c2ccccc2)cc1	5.2	-7	3	1	-10	-0.1	4	6	4
COc1cc(OC)c(NC(=O)CCc2nc(-c3cccs3)no2)cc1Cl	1.5	23	3	-1	0	-0.1	1	10	4
Cc1cn(C2CC(OC(=O)C(C)C)C(CO)O2)c(=O)[nH]c1=O (stereo not drawn)	3.5	12	-6	nt	nt	-0.1	nt	2	nt
CC1CCN(C(=O)c2ccc(S(=O)(=O)N3CCOCC3)cc2)CC1	-0.2	0	1	2	0	0.2	3	-19	6
CCOC(=O)c1ccc(NC(=O)C2CCN(C(=O)c3ccc(OC)c(OC)c3)CC2)cc1	2.5	4	3	-10	0	0.0	-1	-18	1
COC(=O)c1sccc1NC(=O)Nc1ccc(Cl)c(Cl)c1	0.9	-10	-1	8	2	-0.1	-2	7	5
Oc1ccc2oc3c(c2c1C=NCc1ccncc1)CCCC3	0.9	8	-2	10	-3	0.1	1	10	6
CC1CN(C(=O)CSc2nnc3c(Cl)cc(Cl)cn23)CC(C)O1 (stereo not drawn)	3.4	13	-2	5	-1	-0.1	0	5	10

In the list so far, two contain a COOH group.
SMILES	PP5 inh	PREPL inh	PP1 inh	EBNA-1 inh	TPT1 inh	Efflux pump inh	Fh CTSL1 inh	ZTA DNA inh	core dimer inh
O=C(O)c1ccccc1CSc1nc2ccccc2n1Cc1ccccc1C(=O)O	1.6	4	2	-2	-4	-0.1	-6	-15	-4
CC1=NN(c2ccc(Cl)c(C(=O)O)c2)C(=O)/C1=C/c1ccc(-c2ccccc2[N+](=O)[O-])o1	1.7	-17	1	0	1	0.1	-3	8	2

Next section.
SMILES	PP5 inh	PREPL inh	PP1 inh	EBNA-1 inh	TPT1 inh	Efflux pump inh	Fh CTSL1 inh	ZTA DNA inh	core dimer inh
CC(C)c1ccc2c(c1)C(N1CCN(C)CC1)Cc1cccnc1S2 (stereo not drawn)	0.1	16	4	-3	-4	-0.2	8	-19	0
O=c1nc2n(c3cc(Cl)c(S(=O)(=O)N4CCOCC4)cc13)CCCCC2	5.2	-4	0	-6	1	0.2	1	-3	1
O=C(Nc1ccc2c(c1)OCO2)C1CCCCN1S(=O)(=O)c1ccc(F)cc1 (stereo not drawn)	4.5	13	4	2	2	0.2	1	-10	2
Cc1nn(-c2ccccc2)c2sc(C(=O)NNC(=O)COc3ccccc3)cc12	0.6	-10	23*	1	-3	-0.1	2	2	3
CCCCn1c(N)c(N(CCOC)C(=O)c2ccc(C)c(S(=O)(=O)N3CCCCC3)c2)c(=O)[nH]c1=O	0.6	1	-4	-1	1	0.0	2	3	-2
Cc1ccc(CNC(=O)CN(C(=O)N2CCN(C)CC2)S(=O)(=O)c2ccc(C)cc2)cc1	-0.2	-1	-8	4	4	0.0	3	18	2
Cc1ccc(CNC(=O)C(=O)NCC2OCCCN2S(=O)(=O)c2cccs2)cc1 (stereo not drawn)	-1.5	0	1	8	-6	-0.4	-1	5	21
O=C(CSc1ccc(Cl)cc1)NC(=O)NCc1ccco1	0.3	-3	0	4	-2	0.0	2	3	36
CCOC(=O)Cn1c(CN2CCN(c3cccc(Cl)c3)CC2)nc2c1c(=O)[nH]c(=O)n2C	0.5	9	0	11	-4	-0.1	-3	3	17
Cc1cccc(OCCn2c(S(=O)(=O)O)nc3ccccc32)c1	2.4	6	0	-2	-1	-0.2	5	-11	1
Cc1ccc(N(C)S(=O)(=O)c2cccc(C(=O)Oc3ccc4c(C)cc(=O)oc4c3)c2)cc1	0.3	1	4	16	-4	-0.3	5	1	5
C/C(N)=C(/C#N)C(=O)CSc1nc2ccccc2[nH]1	3.5	16	0	-5	5	0.1	-3	5	5
Cc1cc(=O)oc2ccc(OCC(=O)N(Cc3ccc(F)cc3)Cc3ccco3)cc12	-0.2	-49	-2	10	-2	0.1	0	16	4
O=C1CCCC2=C1C(c1cccc(O)c1)C1=C(N2)c2ccccc2C1=O (stereo not drawn)	0.8	22	1	11	-2	0.0	1	10	-21
Oc1ccc(Cc2ccc(Cl)cc2)c(O)c1	3.1	28	1	7	-1	0.1	1	9	1
O=C(Oc1ccccc1)N1CCOCC1	2.8	-4	0	-5	0	0.2	-2	1	8
CCc1ccccc1N1CCN(S(=O)(=O)c2cc(OC)ccc2OC)CC1	4.6	4	3	-2	2	-0.1	1	4	6
COc1cc(C(=O)NCCOc2ccc(Cl)cc2)ccc1OCc1c(C)noc1C	1.6	-6	0	nt	nt	0.0	nt	7	nt
CC(=O)Nc1nonc1-c1nc2ccccc2n1Cc1ccccc1	-1.4	-6	2	6	-2	0.1	1	5	24
CS(=O)(=O)N(CC(=O)NC1CCCC1)C1CCCCC1	-1.1	1	-2	-2	2	0.0	-1	8	0
CCOC(=O)Cc1csc(SCn2nnc3ccccc3c2=O)n1	-0.2	19	-6	-12	-2	0.7	3	-8	2
O=C(CNC(=O)c1ccco1)OCC(=O)c1ccc([N+](=O)[O-])cc1	0.2	14	-1	-14	1	0.2	-3	4	-12
CCN1C(=O)c2cccc3c(S(=O)(=O)NCC4CCCO4)ccc1c23 (stereo not drawn)	-0.3	12	0	-4	-4	0.0	7	-12	-1
O=C(COC(=O)Cc1ccccc1F)Nc1ccccc1[N+](=O)[O-]	2.1	4	-8	nt	nt	0.0	nt	2	nt
CCc1nnc(NC(=O)c2ccc(-c3ccc(Cl)cc3)o2)s1	0.0	0	-1	8	-4	0.0	0	7	32
CCN(CC)C(=O)Oc1nnc(SC(C)C)n1-c1ccc(Cl)cc1	0.4	-4	-4	-4	-1	-0.1	-3	-6	3
CCOC(=O)C1(Cc2ccccc2Cl)CCN(C(=O)CN2CCOC2=O)CC1	-1.6	-5	1	2	-2	0.0	-1	3	1
Cc1cccc(NC(=O)CCS(=O)(=O)c2cc3c(cc2Cl)NC(=O)CO3)c1	-0.1	0	-5	15	-4	-0.1	-17	9	2
O=C(CCc1ccccc1)NCCc1cccs1	-1.2	4	-6	11	0	0.0	1	3	2
Cn1cc(CN2CCN(Cc3ccccc3)CC2)c(-c2cccc(Cl)c2)n1	-1.1	7	-1	0	1	0.0	-2	-16	-3
O=C(Nc1ccncc1)c1cc(-c2ccccn2)nc2ccc(Br)cc12	2.4	-1	0	-6	2	-0.1	0	-4	-7
O=C(Nc1cc(Cl)ccc1-n1cncn1)c1cncc(Br)c1	-1.5	4	3	5	0	0.1	0	2	-2
O=S(=O)(C/C(=C/CO)S(=O)(=O)c1ccccc1)c1ccccc1	-0.9	-6	-6	9	0	0.2	3	7	-2
COC(=O)c1nc(NC(=O)c2ccccc2Cl)n[nH]1	-0.7	-7	-7	0	0	0.0	-1	3	3

Another view of 3 compounds above.
SMILES | PP5 inh | PREPL inh | PP1 inh | EBNA-1 inh | TPT1 inh | Efflux pump inh | Fh CTSL1 inh | ZTA DNA inh | core dimer inh
CCOC(=O)C1(Cc2ccccc2Cl)CCN(C(=O)CN2CCOC2=O)CC1 | -1.6 | -5 | 1 | 2 | -2 | 0.0 | -1 | 3 | 1
Cc1cccc(NC(=O)CCS(=O)(=O)c2cc3c(cc2Cl)NC(=O)CO3)c1 | -0.1 | 0 | -5 | 15 | -4 | -0.1 | -17 | 9 | 2
O=C(CCc1ccccc1)NCCc1cccs1 | -1.2 | 4 | -6 | 11 | 0 | 0.0 | 1 | 3 | 2
